Diaph inh CS: diaphorase inhibitors and chemical oxidizers, primary screen, counter-screen for diaphorase-coupled primary assays, biochemical, uHTS, resorufin fluorescence; diaphorase resazurin-to-resorufin fluorescence, NADH, 16 min; bacterial (C. kluyveri) enzyme, not human; inhibition, % at 20 µM; actives 0.69% (n = 190,000); AID 1217, 2008;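 active = primary screen inhibition at 20 µM above a set limit, cut at about 50% in these data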;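 note: plate controls were DMSO with full reaction for no effect and wells lacking NADH for full effect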
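Test system: Clostridium kluyveri diaphorase enzyme / Quantity: diaphorase at 0.14 U/mL in enzyme working solution / Incubation: 16-min room-temperature incubation before reading / Benchmarks: NADH-free wells as positive control, DMSO-only neutral wells / Signal: resorufin fluorescence 544/590 nm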
TNAP inh noacc: human TNAP enzyme inhibitors, primary screen, biochemical, luminescent, no phosphate acceptor, uHTS. Alkaline phosphatase, tissue-nonspecific isozyme (Homo sapiens), P05186. purified TNAP, CDP-star luminescence, 30 min. inhibition, % at 20 µM. actives 0.26% (n = 200,000);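 active = tissue-nonspecific alkaline phosphatase inhibition above about 50% at 20 µM in the single-dose screen, limit read from the data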;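 note: 0% = DMSO negative control and 100% = EDTA positive control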
Target sequence (P05186 whole entry, looked up): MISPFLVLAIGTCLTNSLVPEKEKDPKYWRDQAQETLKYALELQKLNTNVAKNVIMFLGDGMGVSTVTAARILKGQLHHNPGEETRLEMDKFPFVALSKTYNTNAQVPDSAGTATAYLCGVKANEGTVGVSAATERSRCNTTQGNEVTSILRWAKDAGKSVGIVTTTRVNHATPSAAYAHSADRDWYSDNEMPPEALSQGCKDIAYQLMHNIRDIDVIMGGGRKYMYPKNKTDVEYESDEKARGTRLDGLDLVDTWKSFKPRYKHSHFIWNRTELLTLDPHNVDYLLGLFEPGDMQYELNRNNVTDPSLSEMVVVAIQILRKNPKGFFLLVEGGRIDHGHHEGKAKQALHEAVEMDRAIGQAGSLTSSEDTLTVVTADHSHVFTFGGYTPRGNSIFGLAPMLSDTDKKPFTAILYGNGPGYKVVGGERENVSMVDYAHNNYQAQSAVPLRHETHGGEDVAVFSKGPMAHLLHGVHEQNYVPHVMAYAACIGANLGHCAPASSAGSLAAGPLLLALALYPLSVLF
bIAP inh: bovine intestinal alkaline phosphatase inhibitors, primary screen, selectivity assay for TNAP inhibitor project, biochemical, bovine IAP, CDP-star luminescence | alkaline phosphatase, intestinal [Bos taurus] | inhibition, % at 20 µM | 190,000 tested, under 10 active | purified bovine IAP, 30 min;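 active = over 50% inhibition of intestinal alkaline phosphatase at 20 µM in the single-dose screen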
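Assay system: bovine IAP enzyme; medium: DEA buffer 100 mM, pH 9.8, with MgCl2 1.0 mM, ZnCl2 0.02 mM; doses: 20 µM single dose; incubation: enzyme reaction for 30 min at room temperature; detection: CDP-star luminescence signal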
TNAP inh hiacc: human TNAP enzyme inhibitors, primary screen, biochemical, luminescent, high phosphate acceptor level, uHTS; Alkaline phosphatase, tissue-nonspecific isozyme (Homo sapiens), P05186; purified TNAP, CDP-star luminescence, 1 M DEA; inhibition, % at 20 µM; actives 0.03% (n = 200,000); AID 1135, 2008;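 active = over 50% inhibition of tissue-nonspecific alkaline phosphatase at 20 µM in the single-dose screen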;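 note: plate controls were DMSO wells for no effect and EDTA-quenched wells as full inhibition for full effect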
bIAP activator: bovine intestinal alkaline phosphatase activators, primary screen, biochemical, bovine IAP, CDP-star luminescence; purified bovine IAP, 30 min; hits give high values; fold of DMSO-control signal, blank-subtracted; alkaline phosphatase, intestinal [Bos taurus]; activation factor at 20 µM; actives 0.17% (n = 200,000);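 active = activation factor of 2 or more at 20 µM, a signal rise over negative controls twice the positive control's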
PMI act: activators of human PMI, primary screen, biochemical, fluorescence intensity, near-Km mannose 6-phosphate. purified human PMI, coupled resazurin fluorescence, 20 min; hits give high values; 1 = vehicle control, 0 substrate-free wells. activation factor at 20 µM. actives 0.005% (n = 190,000). AID 1214, 2008;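 active = activation factor of 2 or more at 20 µM, relative to plate controls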
Target sequence (P34949 whole entry, looked up): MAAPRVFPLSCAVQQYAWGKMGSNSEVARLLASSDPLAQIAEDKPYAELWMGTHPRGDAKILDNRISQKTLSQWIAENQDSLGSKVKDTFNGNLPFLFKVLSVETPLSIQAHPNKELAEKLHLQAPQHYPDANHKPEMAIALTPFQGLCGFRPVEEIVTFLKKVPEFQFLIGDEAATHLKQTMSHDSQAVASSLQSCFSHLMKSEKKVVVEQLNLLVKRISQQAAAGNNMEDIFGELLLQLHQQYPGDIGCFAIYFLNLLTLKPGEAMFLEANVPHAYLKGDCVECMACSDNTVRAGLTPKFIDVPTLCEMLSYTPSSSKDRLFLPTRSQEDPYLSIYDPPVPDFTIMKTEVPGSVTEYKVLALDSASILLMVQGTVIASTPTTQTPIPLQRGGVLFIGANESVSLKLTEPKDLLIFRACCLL
L major viab: Leishmania major promastigote growth inhibition, primary screen | AID 1063, 2008 | actives 9% (n = 200,000) | inhibition, % at 10 µM | Leishmania major promastigotes, resazurin fluorescence viability; in the data active = inhibition above about 50%;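 note: promastigotes grown with compound for 44 hours at 28 °C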
Diaphorase act: compounds boosting diaphorase resazurin reduction – biochemical, uHTS, resorufin fluorescence, counter-screen for diaphorase-coupled primary assays, primary screen; Diaphorase/resazurin coupled assay, 16 min; hits give high values; 1 = vehicle wells, 0 = NADH-free wells; activation factor at 20 µM; actives 0.005% (n = 190,000);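 active = diaphorase activity raised at least twofold by the compound at 20 µM; inactive = activation factor below 2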
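Assay system: Purified diaphorase enzyme from Clostridium kluyveri | Amount: Enzyme 0.07 U/mL final | Dosing: Compound 20 µM once, DMSO 1% | Timing: 16 min reaction at room temperature | Detection: Fluorescence, excitation 544 nm and emission 590 nm | Evaluation: Higher resorufin formation from activation or reduction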
TNAP act hi DEA: TNAP activators at high phosphate acceptor level, primary screen, biochemical, luminescence, uHTS; Alkaline phosphatase, tissue-nonspecific isozyme (Homo sapiens), P05186; activation factor at 20 µM; 200,000 tested, under 10 active; purified TNAP, CDP-star luminescence, 1 M DEA, 30 min; hits give high values; 0 = EDTA background, 1 = DMSO-only activity;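 active = activation factor at least 2 at 20 µM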
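system = human TNAP | amount = enzyme diluted 1/800 final | reagent = 100 µM CDP-star substrate | signal = luminescent substrate turnover signal | dosing = one dose, 20 µM | benchmarks = EDTA negative control, DMSO positive control | measure = activation factor | timing = 30 min reaction, room temperature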
PMI act hi M6P: human PMI activators, high substrate, primary screen, biochemical, fluorescence intensity, near-saturating mannose 6-phosphate. Mannose-6-phosphate isomerase (Homo sapiens), P34949. coupled PMI enzyme assay, resazurin fluorescence, 20 min; hits give high values; 1 = untreated enzyme, 0 = substrate-free blank. activation factor at 20 µM. actives 0.34% (n = 190,000);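 active = activation factor of 2 or more at 20 µM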
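Material: human phosphomannose isomerase with PGI, G6PDH, diaphorase coupling enzymes / Reagent: Man-6-P substrate 1.0 mM / Dosing: single compound dose of 20 µM, 1% DMSO final / Incubation: enzyme reaction with compound 20 min at room temperature / Signal: resorufin fluorescence (Ex 544/Em 590 nm) from resazurin via diaphorase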
The depositor's hits bear a star; nt = not tested or not shown.

SMILES	Diaph inh CS	TNAP inh noacc	bIAP inh	TNAP inh hiacc	bIAP activator	PMI act	L major viab	Diaphorase act	TNAP act hi DEA	PMI act hi M6P
CC(C)NC(=O)CSc1nc(N)c(NC(=O)c2ccco2)c(=O)[nH]1	-3	-10	-4	-2	1	1.1	-11	1	1	1.1
COc1ccccc1CNC(=O)CC(NS(=O)(=O)c1ccc(C)cc1)c1ccco1 (configuration not stated)	15	-9	10	-4	0.9	0.9	-6	0.8	1	0.9
Cc1ccc(NC(=S)Nc2cc(C(=O)O)ccc2N2CC3CC(C2)c2cccc(=O)n2C3)cc1C (configuration not stated)	17	0	-17	0	1.2	0.6	5	0.8	1	0.8
CCN(C1CCCCC1)S(=O)(=O)c1cc(C)ccc1OC	12	-13	9	-6	0.9	0.9	0	0.9	1.1	1
Cc1nc(NC(C)C)c2oc3ccccc3c2n1	11	-11	4	-5	1	0.9	33	0.9	1	1
Cc1[nH]c2ccccc2c1/C=N/Nc1nc(Nc2ccc(F)cc2)nc(N2CCOCC2)n1	23	-6	2	-4	1	0.8	99*	0.8	1	0.9
O=S(=O)(c1ccc(Br)cc1)N1CCCC1c1nc2ccccc2s1 (configuration not stated)	9	-6	13	0	0.9	0.9	37	0.9	1	0.9
O=S(=O)(c1ccc(Cl)cc1)n1cccn1	10	-3	3	-1	1	1	-3	0.9	1	1
CCN(CC)S(=O)(=O)c1ccc(C(=O)NCc2ccc3[nH]c4c(c3c2)CCCC4)cc1	7	-1	11	-4	0.9	1	11	0.9	1	1
CCOC(=O)c1oc2ccccc2c1CN1CCN(C)CC1	8	-8	-6	-1	1.1	1.1	-2	0.9	1	1.2
CCOC(=O)N1CCC(N2Cc3cccc(C(=O)N4CCN(c5cccc(C)c5C)CC4)c3C2=O)CC1	4	-13	18	-3	0.8	0.9	62*	1	1	1
CC(C)C(=O)Nc1ccc2oc(=O)ccc2c1	6	-15	7	-7	0.9	1	2	0.9	1.1	1
COc1cc(C(O)P(=O)(OC2CCCCC2)c2ccc(N(C)C)cc2)cc(OC)c1OC (configuration not stated)	20	-7	-2	-2	1	1.1	1	0.8	1	0.9
CC(=O)NCCn1c(SCc2cc(F)ccc2F)nc2ccccc2c1=O	-1	-4	-1	2	1	1	5	1	1	1
Cc1ccc(-c2cc(C(=O)N/N=C/C=C/c3ccco3)c3ccccc3n2)cc1C	9	1	8	0	0.9	1	56*	0.9	1	1
CCCCC(=O)Nc1ccc(Br)cn1	3	-8	12	2	0.9	1.1	-5	1	1	1.1
Cc1ccc(N2NC(=O)/C(=C\c3cc4c(cc3[N+](=O)[O-])OCO4)C2=O)cc1C	21	-1	0	4	1	1	20	0.8	1	0.9
COc1cc(C(=O)NCCC(=O)NCc2ccc3c(c2)OCO3)cc(OC)c1OC	10	-4	-3	-6	1	1	-1	0.9	1.1	1
Cn1c(=O)oc2cc(S(=O)(=O)NCc3ccncc3)ccc21	14	-7	16	-1	0.8	1	-4	0.9	1	1
CCOC(=O)N1CCN(c2ncnc3c2oc2nc(C)c4c(c23)CC(C)(C)OC4)CC1	19	-7	3	-1	1	0.9	nt	0.8	1	1
CCOC(=O)C(NC(=O)NC1CCCCC1)(c1ccccc1)C(F)(F)F (configuration not stated)	-4	-8	36	0	0.6	1.1	4	1	1	1.1
CC1CCN(C(=O)c2cc(F)c(F)cc2Cl)CC1	16	-7	4	2	1	0.9	-1	0.8	1	1
CCC1CCCN1Cn1cnc2c([nH]c3ccc(Cl)cc32)c1=O (configuration not stated)	4	-11	8	-3	0.9	1	11	1	1	1
CC1=CC(C)(C)Nc2ccc(OC(=O)CCN3C(=O)c4ccccc4C3=O)cc21	17	-3	-24	2	1.2	0.8	79*	0.8	1	0.8
Cc1ccc2nc(C(F)OC(F)(F)F)[nH]c2c1 (configuration not stated)	5	-20	-15	-6	1.1	0.8	2	1	1.1	1
Cc1cccc(OCCn2c(NC(=O)c3ccco3)nc3ccccc32)c1	8	-6	6	-5	0.9	0.9	97*	0.9	1	1
Cc1ccccc1NS(=O)(=O)c1ccc(C)c(C(N)=O)c1	15	-15	20	-7	0.8	1	1	0.8	1.1	0.9
O=C(C1CC(c2ccccc2O)=NO1)N1CCCCC1 (configuration not stated)	13	0	19	3	0.8	0.8	-7	0.9	1	0.9
COC(=O)c1c(NC(=O)/C=C/C(=O)O)sc(C)c1-c1ccc(C(C)C)cc1	-6	-4	0	-3	1	1.1	37	1.1	1	1
CC(C)(C)c1ccc(OCCOCCn2cnc3ccccc3c2=O)cc1	-6	-9	12	-2	0.9	1	6	1.1	1	1
OCCC#Cc1ccc(CN2CCN(Cc3ccccc3)C(CCO)C2)cc1 (configuration not stated)	13	-9	-6	-6	1.1	1	6	0.9	1.1	1
CCOC(=O)c1nc(-c2ccc(OC)c(OC)c2)cnc1C#N	-6	-4	1	-3	1	1	-4	1.1	1	1.1
CC1=NN(c2ccccc2)C(=O)/C1=C\c1cn(C)c2ccccc12	16	23	2	22	1	0.9	8	0.8	0.8	0.8
COC(=O)c1cccc(NC(=O)Cn2cnc3ccccc3c2=O)c1	5	-10	11	-2	0.9	1	26	0.9	1	1
Cc1ccc(CC(NC(=O)c2ccccc2)C(=O)NC(CC(C)C)C(=O)O)cc1 (configuration not stated)	6	6	-4	-1	1	1.3	36	0.9	1	1.1
O=C(CCCCCn1c(=S)[nH]c2cc3c(cc2c1=O)OCO3)N1CCN(Cc2ccccc2)CC1	11	1	-12	8	1.1	0.9	-9	0.9	0.9	1
Cc1ccc2c(c1)sc1nc(=O)n(-c3ccc(Cl)cc3)c(=O)n12	4	-3	2	1	1	0.9	-1	1	1	1
O=C(c1ccccc1F)N1CCN(c2ncccn2)CC1	4	-4	-2	-2	1	0.9	-3	1	1	1
CC(C)(C)NC[C@H](O)COc1nsnc1N1CCOCC1	14	-11	20	-5	0.8	1.1	-5	0.9	1	1.1
Cc1ccc([N+](=O)[O-])cc1-c1[nH]c(-c2ccc(O)c(O)c2)nc1-c1ccccc1	64*	28	-15	6	1.1	0.5	4	0.4	0.9	0.5
COc1ccc(NC(=O)CC2CC3CCC2C3)cn1 (configuration not stated)	10	-16	4	-5	1	1	3	0.9	1.1	1
O=C(CN1CCOCC1)n1c2c(c3ccccc31)CCCC2	18	-11	5	-2	1	1.1	3	0.8	1	0.9
N#Cc1ccsc1NC(=O)COC(=O)c1ccc2ccccc2c1	-3	-8	8	-1	0.9	1.1	47	1	1	1
CC(C)Cc1nc2oc3c(NCc4cccnc4)ncnc3c2c2c1CCC2	26	-13	5	-8	0.9	0.9	-3	0.7	1.1	0.9
Cn1cc(CN2CCc3sccc3C2)c(-c2ccccc2F)n1	21	-3	1	1	1	0.8	14	0.8	1	0.6
CCCCc1nnc(NC(=O)C(C)Sc2nc(C)cc(=O)[nH]2)s1 (configuration not stated)	-5	-1	-4	-2	1	0.9	-9	1.1	1	1
COC(=O)c1c(NC(=O)CC2SC(N)=NC2=O)sc2c1CCCC2 (configuration not stated)	7	-40	-11	-1	1.1	1	-1	0.9	1	1
CC(/C=N/NC(=O)c1cc(-c2ccc(C)s2)[nH]n1)=C\c1ccccc1	12	-5	18	9	0.8	0.9	1	0.9	0.9	1
COc1cc(/C=C2\C(=O)NN(c3ccccc3)C2=O)cc([N+](=O)[O-])c1O	30	28	27	29	0.7	1.2	-8	0.7	0.7	1.1
Cc1cccc2sc(NC(=O)c3ccc(NS(=O)(=O)c4cccs4)cc3)nc12	33	-4	-74	-2	1.7	0.8	40	0.7	1	0.8
CCS(=O)(=O)c1ccc(O)c(NC(=O)COc2ccc(Br)cc2)c1	14	-9	10	-3	0.9	0.9	-11	0.9	1	0.9
CC(NC(=O)c1ccccc1)c1nnc(SCc2nc3ccccc3c(=O)[nH]2)n1C (configuration not stated)	4	-20	-2	-6	1	1	-2	1	1.1	1
COCCCNC(=S)N1CCCN(c2nc3cc(C)ccc3cc2C#N)CC1	27	-8	-10	-4	1.1	1.5	30	0.7	1	1.7
O=C(COC(=O)C12CC3CC(CC(O)(C3)C1)C2)N1CCN(S(=O)(=O)c2ccc(Cl)cc2)CC1	12	-4	-6	0	1.1	1	-1	0.9	1	1.1
CC1CC(C)CN(S(=O)(=O)c2ccc(NC(=O)C3COc4ccccc4O3)cc2)C1 (configuration not stated)	14	-14	-3	-5	1	1	3	0.9	1.1	1
O=C(N/N=C/c1ccc2c(c1)OCO2)c1ccc(Br)o1	1	-30	4	-1	1	1	3	1	1	1
COc1ccc(S(=O)(=O)c2cnc3ccc(OC)cc3c2N2CCC3(CC2)OCCO3)cc1	15	6	16	-3	0.8	1	5	0.9	1	0.9
O=C1NCC(O)=C1C=NCCO	7	-9	-2	-4	1	0.9	-2	0.9	1	0.9

Ordered by value in PMI act hi M6P (descending): three from the list above.
| mol | PMI act hi M6P |
| --- | --- |
| CC(/C=N/NC(=O)c1cc(-c2ccc(C)s2)[nH]n1)=C\c1ccccc1 | 1 |
| CC(C)Cc1nc2oc3c(NCc4cccnc4)ncnc3c2c2c1CCC2 | 0.9 |
| Cc1cccc2sc(NC(=O)c3ccc(NS(=O)(=O)c4cccs4)cc3)nc12 | 0.8 |

Single records (already shown):
Profile of `COC(=O)c1c(NC(=O)CC2SC(N)=NC2=O)sc2c1CCCC2` (configuration not stated) : Diaph inh CS = 7; TNAP inh noacc = -40; bIAP inh = -11; TNAP inh hiacc = -1; bIAP activator = 1.1; PMI act = 1; L major viab = -1; Diaphorase act = 0.9; TNAP act hi DEA = 1; PMI act hi M6P = 1
Profile of `COC(=O)c1cccc(NC(=O)Cn2cnc3ccccc3c2=O)c1` : Diaph inh CS = 5; TNAP inh noacc = -10; bIAP inh = 11; TNAP inh hiacc = -2; bIAP activator = 0.9; PMI act = 1; L major viab = 26; Diaphorase act = 0.9; TNAP act hi DEA = 1; PMI act hi M6P = 1

Bioassay records as filed in PubChem.
